ARFGAP1 inh = inhibitors of rat ARFGAP1 GAP activity, primary screen, biochemical, fluorescence polarization, GDP tracer; Arfgap1-stimulated ARF1 GTP hydrolysis, GDP FP detection; 360,000 compounds, 0.26% hits; ADP-ribosylation factor GTPase-activating protein 1 (Rattus norvegicus), Q62848; inhibition, % at 16.5 µM; AID 651572, 2012;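 active = inhibition above a per-plate limit, mean inhibition of low control wells plus 3 SD, cut at about 25% in these data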;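 also: 0% = DMSO wells with enzyme and 100% = wells lacking Arfgap1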
Target sequence (Q62848 1-136 limits assumed): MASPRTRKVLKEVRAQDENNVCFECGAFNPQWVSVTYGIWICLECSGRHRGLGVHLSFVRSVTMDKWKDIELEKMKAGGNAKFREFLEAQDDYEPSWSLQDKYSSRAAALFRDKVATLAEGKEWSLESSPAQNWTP
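Material: rat Arfgap1 GAP domain (His6, aa 1-136), purified enzyme. Also added: human ARF1(Δ1-17)-GTP substrate. Compound dosing: 16.5 µM single point, 1.26% DMSO. Timing: enzyme reaction 120 min at 25 °C after 20 min preincubation. Signal: GDP detection by fluorescence polarization. Read-out basis: percent inhibition of GAP-stimulated GDP formation, scaled between DMSO and no-Arfgap1 medians.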
rCAG RNA binder = binders of r(CAG) RNA repeats, primary screen, biochemical, fluorescence | r(CAG) RNA repeat, TO-PRO-1 dye displacement fluorescence | inhibition, % at 3 µM | 370,000 compounds, 1.3% hits | AID 651821, 2012;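 active = inhibition above the plate cutoff, the mean of all test compounds on that plate plus 3 SD, cut at about 35% in these data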;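 also: 0% = DMSO alone and 100% = 100 µM mitoxantrone as full dye displacement; higher means more dye released from RNA so lower well fluorescence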
ASAP1 GAP inh = inhibitors of human ASAP1 ArfGAP activity, primary screen, biochemical, fluorescence polarization. Arf-GAP with SH3 domain, ANK repeat and PH domain-containing protein 1 (Homo sapiens), …. ASAP1-stimulated ARF1 GTP hydrolysis, GDP FP detection. inhibition, % at 16.5 µM. 360,000 compounds, 0.19% hits. AID 624377, 2012; in the data active = inhibition above about 25%;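 also: 0% = vehicle with enzyme and substrate and 100% = no enzyme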
Target sequence (Q9ULH1 325-724 limits assumed): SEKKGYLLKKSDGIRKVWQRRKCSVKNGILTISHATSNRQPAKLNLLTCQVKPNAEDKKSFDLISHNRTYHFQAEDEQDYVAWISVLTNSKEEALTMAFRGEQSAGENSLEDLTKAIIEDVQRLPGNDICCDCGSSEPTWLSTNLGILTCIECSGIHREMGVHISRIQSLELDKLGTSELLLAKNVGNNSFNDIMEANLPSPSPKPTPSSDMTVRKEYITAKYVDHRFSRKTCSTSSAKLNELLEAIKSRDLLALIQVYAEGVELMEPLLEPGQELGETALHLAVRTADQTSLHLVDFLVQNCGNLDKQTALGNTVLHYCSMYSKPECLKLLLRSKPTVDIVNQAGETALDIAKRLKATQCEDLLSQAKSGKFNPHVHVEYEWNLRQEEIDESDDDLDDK
GC-A act = GC-A stimulated cGMP production enhancers – HEK293 GC-A cells, cGMP TR-FRET, EC30 ANP, primary screen. Atrial natriuretic peptide receptor 1 (Homo sapiens), P16066. 0% at EC30 ANP, 100% saturating ANP. activation, % at 10 µM. 370,000 compounds, 0.14% hits. AID 1671463, 2021; in the data active = activation above about 40%
ADAM10 inh = human ADAM10 inhibitors, primary screen, biochemical, QFRET, HTS. 370,000 compounds, 0.62% hits. inhibition, % at 7 µM. Disintegrin and metalloproteinase domain-containing protein 10 (Homo sapiens), O14672. recombinant ADAM10, EDANS/DABCYL FRET peptide cleavage, 3 h;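 active = inhibition above a per-campaign cutoff equal to the mean of compounds falling between control-based bounds plus 3 SD, cut at about 20% in these data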;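 also: 0% = DMSO wells while the 100% control is not disclosed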
proKLK7 act = proKLK7 zymogen activators, primary screen, biochemical, fluorescence intensity. Kallikrein-7 (Homo sapiens), P49862. purified proKLK7, EDANS-DABCYL substrate fluorescence; 100% is mature enzyme control, 0% vehicle. activation, % at 7 µM. 370,000 compounds, 0.9% hits;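 active = activation above the mean of all tested compounds plus 3 SD, computed per campaign excluding outliers beyond control limits, cut at about 13% in these data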
sPLA2-III inh = human group III sPLA2 inhibitors, primary screen, biochemical, QFRET, BODIPY PC-A2 liposome substrate; 370,000 compounds, 0.56% hits; AID 743126, 2013; Group 3 secretory phospholipase A2 (Homo sapiens), Q9NZ20; inhibition, % at 12.2 µM; QFRET BODIPY PC-A2 liposome hydrolysis, fluorescence;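 active = inhibition above mean plus 3 SD of compounds lying within the high and low control bounds, cut at about 19% in these data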;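 also: 0% = median of test compound wells and 100% = no enzyme DMSO wells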
GAA850 FXN act = FXN promoter activators, primary screen, cell-based, luciferase luminescence, HEK293 lucGAA850; 360,000 compounds, 0.56% hits; activation, % at 6 µM; HEK293 lucGAA850 FXN promoter luciferase reporter, 24 h; percent of 10 µM SAHA response;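 active = activation above the average of all compounds screened plus 3 SD, cutoff fixed separately per campaign, cut at about 7.5% in these data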;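 also: 0% = DMSO wells and 100% = 10 µM SAHA wells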
GC-B act = human GC-B receptor activators, primary screen, HEK293 GC-B cells, cGMP TR-FRET, EC30 CNP; activation, % at 10 µM; 0% at EC30 CNP, 100% saturating CNP; 370,000 compounds, 0.11% hits; AID 1920062, 2024;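 active = activation at 10 µM reaching about 35% in either raw or pattern-adjusted values, limit read from the data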
Tn6 DDE FP = inhibitors of Tn6 peptide binding to fibrin DD(E), primary screen, biochemical, fluorescence polarization, human fibrin, Tn6 probe; Fibrin DD(E) TRITC-Tn6 fluorescence polarization displacement; Fibrinogen beta chain (Homo sapiens), P02675; inhibition, % at 8.3 µM; 370,000 compounds, 0.21% hits;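 active = inhibition above a per-campaign cutoff: mean of compounds within control limits plus 3 SD, cut at about 15% in these data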;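 also: 0% = median of all compound wells on the plate and 100% = blocking peptide control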
Target sequence (P02675 whole entry, looked up): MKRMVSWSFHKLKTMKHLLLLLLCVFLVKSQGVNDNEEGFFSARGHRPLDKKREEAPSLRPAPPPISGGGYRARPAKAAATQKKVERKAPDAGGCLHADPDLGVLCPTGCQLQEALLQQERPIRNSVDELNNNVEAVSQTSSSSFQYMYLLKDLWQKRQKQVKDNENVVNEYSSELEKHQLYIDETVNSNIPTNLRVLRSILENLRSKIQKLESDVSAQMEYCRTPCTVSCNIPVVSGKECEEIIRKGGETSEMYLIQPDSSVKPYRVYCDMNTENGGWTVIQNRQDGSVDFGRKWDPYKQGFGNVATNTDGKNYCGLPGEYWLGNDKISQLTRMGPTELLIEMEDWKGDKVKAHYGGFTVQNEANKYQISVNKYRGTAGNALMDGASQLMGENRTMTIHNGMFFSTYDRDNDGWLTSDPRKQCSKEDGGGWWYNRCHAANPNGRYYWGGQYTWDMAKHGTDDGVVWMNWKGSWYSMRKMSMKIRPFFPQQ
Numbers without * were called inactive; . = no result given.

SMILES	ARFGAP1 inh	rCAG RNA binder	ASAP1 GAP inh	GC-A act	ADAM10 inh	proKLK7 act	sPLA2-III inh	GAA850 FXN act	GC-B act	Tn6 DDE FP
COc1cc(SC)ccc1C(=O)OCC(=O)N1CC(=O)Nc2ccccc21	-7	2	-1	-3	-20	0.5	11	2.0	7	0
O=C1NC(Cc2ccccc2)c2nc3ccc(Br)cc3c(=O)n2-c2cc(Cl)ccc21 (stereo not drawn)	4	6	-5	-3	11	0.7	5	.	-7	7
CC[N+](CC)(CCCCS(=O)(=O)[O-])CCNP1(=O)C=C(c2ccccc2)OC(c2ccccc2)=C1	-10	0	5	2	0	-0.3	-2	-1.1	5	2
Cc1nc([N+](=O)[O-])c(C(=O)OCc2ccccc2)n1C	-14	1	-3	-3	1	0.0	-1	3.5	-6	-1
Cn1cccc1C(=O)OCc1nc2ccccc2c(=O)[nH]1	-6	17	5	-8	-40	-0.6	-3	1.0	-4	-3
COc1ccc(OC)c(NC(=O)c2ccc(CN3CCOCC3)cc2)c1	9	-4	-5	3	-6	0.0	0	0.4	1	1
C(=C\c1ccccc1)/C=N/N1CCN(Cc2ccccc2)CC1	7	-8	-8	1	-5	0.1	2	0.1	0	5
Cc1ccc(-c2c(C(=O)N/N=C/c3ccc(C)o3)nnn2-c2nonc2N)cc1	-11	3	8	2	-2	1.6	-15	0.1	-3	0
CC12CCC(C(N)=O)(c3nc4ccccc4nc31)C2(C)C (stereo not drawn)	-8	-7	6	-1	0	0.0	4	0.3	-4	-5
COC(=O)CNC(=O)c1c(C)cc(=O)oc1C	-9	1	-8	1	-8	0.9	-5	-0.3	5	10

Of the compounds above, 2 have an aryl methoxy group.
SMILES	ARFGAP1 inh	rCAG RNA binder	ASAP1 GAP inh	GC-A act	ADAM10 inh	proKLK7 act	sPLA2-III inh	GAA850 FXN act	GC-B act	Tn6 DDE FP
COc1cc(SC)ccc1C(=O)OCC(=O)N1CC(=O)Nc2ccccc21	-7	2	-1	-3	-20	0.5	11	2.0	7	0
COc1ccc(OC)c(NC(=O)c2ccc(CN3CCOCC3)cc2)c1	9	-4	-5	3	-6	0.0	0	0.4	1	1

Back to the main list, starting 6 compounds before the break.
SMILES	ARFGAP1 inh	rCAG RNA binder	ASAP1 GAP inh	GC-A act	ADAM10 inh	proKLK7 act	sPLA2-III inh	GAA850 FXN act	GC-B act	Tn6 DDE FP
Cn1cccc1C(=O)OCc1nc2ccccc2c(=O)[nH]1	-6	17	5	-8	-40	-0.6	-3	1.0	-4	-3
COc1ccc(OC)c(NC(=O)c2ccc(CN3CCOCC3)cc2)c1	9	-4	-5	3	-6	0.0	0	0.4	1	1
C(=C\c1ccccc1)/C=N/N1CCN(Cc2ccccc2)CC1	7	-8	-8	1	-5	0.1	2	0.1	0	5
Cc1ccc(-c2c(C(=O)N/N=C/c3ccc(C)o3)nnn2-c2nonc2N)cc1	-11	3	8	2	-2	1.6	-15	0.1	-3	0
CC12CCC(C(N)=O)(c3nc4ccccc4nc31)C2(C)C (stereo not drawn)	-8	-7	6	-1	0	0.0	4	0.3	-4	-5
COC(=O)CNC(=O)c1c(C)cc(=O)oc1C	-9	1	-8	1	-8	0.9	-5	-0.3	5	10
CC1CCN(C(=O)c2[nH]cnc2C(=O)N[C@@H](C)C(=O)OCc2ccccc2)CC1	-10	-4	25*	1	-1	0.8	-3	1.7	7	2
Nc1nncn1C(=O)CCc1ccccc1	-3	-6	5	4	-2	0.0	6	-2.0	-1	8
CCCCN1C(=S)NC[C@@H]1Cc1ccc(O)cc1	4	0	7	1	8	0.1	3	-1.1	3	-4
O=C1NCC(=O)N(Cc2ccccc2)/C1=C/c1ccccc1	-6	5	0	0	7	0.0	8	2.0	0	-2
COc1ccc(OC)c(C2NC(=O)CCC2[N+](=O)[O-])c1 (stereo not drawn)	0	1	-1	5	-4	-0.3	2	0.3	3	-1
Cc1csc(NC(=O)c2ccc(COc3ccccc3F)o2)n1	.	6	.	18	0	0.1	-10	.	17	-2
CN(CC(=O)NCc1ccccn1)S(=O)(=O)c1ccccc1	-22	0	-6	3	4	0.1	2	-0.9	2	-4
CCCC(=O)Nc1cc(-c2cn3cccnc3n2)ccc1OC	-5	0	-2	5	-297	5.1	3	0.9	-1	2
CN(Cc1ccccc1)C(=O)c1nc[nH]c1C(=O)N1CCN(c2ccccc2)CC1	-3	-6	11	-2	1	-0.4	1	0.2	11	4
CC1CN(C(=O)C(C)N2C(=O)c3ccccc3C2=O)CC(C)O1 (stereo not drawn)	-1	0	4	1	1	0.2	4	1.3	3	1
CCCCCCN1C[C@H](n2cc(-c3ccc(F)cc3)nn2)[C@@H](O)C[C@@H]1c1ccc(Cl)cc1	-2	-1	3	-5	-12	0.6	2	1.5	0	0
O=C(CNc1cc(S(=O)(=O)N2CCCC2)ccc1OCC(F)(F)F)Nc1ccc(SC(F)F)cc1	-7	4	19	2	20*	0.7	-24	-7.3	-6	-9
COc1ccc(-c2cn(-c3ccc(SC(F)F)cc3)c3[n+]2CCC3)cc1OC	11	1	-10	11	-1	0.2	-2	-1.4	2	1
O=C(CCN1C(=O)/C(=C/c2ccccc2Cl)SC1=S)N1CCCC1	2	1	-10	-5	-3	-0.1	4	-9.0	-2	-6
O=C(CCS(=O)(=O)c1ccccc1)Nc1cccc2c1C(=O)NC2=O	2	-3	7	-3	-35	-1.2	5	-0.9	-1	-3
CCOC(=O)c1c(C)n(OC)c2ccc3c(no[n+]3[O-])c12	5	-2	2	8	2	0.1	2	1.4	4	-2
CCN1CCN(CC(=O)c2c[nH]c3ccccc23)CC1	-8	2	4	2	3	-0.4	2	1.1	2	5
CC(C)CN(CC(C)C)C(=O)CN1c2cccc3cccc(c23)S1(=O)=O	11	1	-6	-1	-34	-0.5	-2	-0.1	1	2
CC(=O)Oc1ccccc1C1=NN(C(=O)/C=C/c2ccccc2)C(c2ccccc2)C1 (stereo not drawn)	-4	3	18	0	2	1.7	2	1.3	3	4
CC1(C)Cc2nc(N)c(=O)sc2C1	9	0	4	2	1	0.4	8	0.3	4	2
Cc1ccc(CN2CCC(CNS(=O)(=O)c3ccc(-c4ccc(=O)[nH]n4)s3)CC2)cc1	-3	4	-2	-12	-15	0.7	-17	3.0	-11	-7
O=C(Nn1c(-c2ccc(Cl)cc2)nc2ccccc2c1=O)c1cccnc1Cl	5	5	7	2	7	-0.5	3	2.8	2	4
CC(C)C(=O)Nc1cccc(COc2ccccc2CN(Cc2ccccc2)C(=O)OC(C)(C)C)c1	-9	7	-6	0	4	0.1	-13	-4.6	-6	-2
COC(=O)Cn1cnc2c(nnn2Cc2ccc(Cl)cc2)c1=O	8	-3	10	11	0	0.3	2	0.5	6	-4
CC(C)C[C@H]1CNC(=O)C(=O)N1CC1CCN(CC2CCC(C(C)(C)C)CC2)CC1 (stereo partly drawn)	-7	-1	-2	1	2	0.6	-2	-0.2	4	1
COc1ccc(C(=O)NCc2ccc3c(c2)OCO3)cc1S(=O)(=O)NCc1ccc(Cl)cc1	10	0	0	-4	7	0.0	-15	0.9	2	-1
N#Cc1nc(COc2ccc(Cl)cc2)oc1N1CCN(Cc2ccccc2)CC1	12	1	-10	0	22*	0.8	-9	1.6	1	-3
CCN1CCN(CC(=O)Nc2cc(F)ccc2C)CC1	13	2	14	2	4	0.3	12	1.1	10	2
CCCCCCNC(=O)N1C/C=C\C(c2ccc(OC)cc2)N(Cc2ccc(F)cc2)C(=O)C1 (stereo not drawn)	3	1	14	-4	8	0.2	-9	0.3	-5	-2
COc1ccc(N(CC(=O)Nc2ccc(OC)c(Cl)c2)S(=O)(=O)c2c(C)noc2C)cc1	8	4	4	1	8	0.4	1	-0.9	2	-7
O=C(Nc1ncc(Cc2ccccc2Cl)s1)C1CCCO1 (stereo not drawn)	2	-1	-5	4	3	0.3	-4	0.4	1	9
O=C(CSC(=S)N1CCOCC1)N1N=CCC1c1ccccc1 (stereo not drawn)	6	-2	-4	-1	-9	0.5	-5	0.9	0	-3
Cc1ccc(N2CCN(C3=NC(=O)/C(=C\c4cccs4)S3)CC2)cc1	5	2	0	-3	-2	-0.4	9	1.9	-5	-7
Cn1c2ccccc2c(=O)c2c(=O)n(C3CCCCC3)c(-c3cccs3)nc21	-5	8	8	-2	-2	0.4	-1	-4.5	-8	1
O=C(CSc1nnc(C2CC2)n1C1CC1)N1CCN(c2ccc(O)cc2)CC1	2	4	-3	-3	-2	0.8	-5	1.3	0	7
O=C1N/C(=N\N=C\c2cccs2)SC1Cc1cccc(Cl)c1Cl (stereo not drawn)	4	3	-5	1	-1	-0.1	20*	0.9	-1	-12
O=C(c1cccc([N+](=O)[O-])c1)N1CCN(c2ncccn2)CC1	-7	-2	-3	0	-12	-0.3	0	1.6	8	-6
Cc1cccc(NC(=O)C(C)N2C(=O)c3ccccc3S2(=O)=O)n1 (stereo not drawn)	11	0	-5	3	-3	0.0	8	0.4	-5	-1
CCN1CCN(c2ccc(NC(=O)c3cc(OC)c(OC)c(OC)c3)cc2)CC1	-3	-8	-3	-3	0	0.1	0	0.3	4	5
O=C(COC(=O)/C=C/c1cccc(F)c1)Nc1ccccc1-c1ccccc1	-2	2	4	-6	-5	-0.2	15	2.8	-1	3
CC1CN(CCS(=O)(=O)c2cc(Cl)ccc2Cl)CC(C)O1 (stereo not drawn)	0	-6	1	1	0	-0.2	3	3.1	3	-1
Cc1cccc(C)c1NC(=O)c1ccc2sc([C@@H]3O[C@H](CO)[C@H](O)[C@H](O)[C@H]3O)nc2c1	7	2	1	-1	3	-0.7	-2	0.9	-3	-5
